# Gal4-VP16 FLuc: counter-screen for ROR gamma inhibitors: Gal4-VP16 reporter; Drosophila S2 Gal4-VP16 UAS-luciferase, luminescence, 20 h; Potency, µM (doses to about 53.6 µM), for the others: at the highest dose activity, negative = inhibition, most hits filed as inhibitors; 3.5% of 310,000 active;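 further: Gal4-VP16 expression switched on by copper sulfate through the metallothionein promoter; potency means the concentration at half of the fitted maximal effect; on the % scale 0 is the no-effect control and ±100 the full control effect; nearly all actives have a fitted effect of over 50% in size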
# ELG1 genotox: induces genotoxicity in HEK293T cells with luciferase-tagged ELG1 | HEK293T ELG1-luciferase reporter, luminescence, 16 h | Potency, µM (series often up to 46 µM), for the others: top-dose activity change, positive = activation, most hits filed as activators | 1.3% of 330,000 active | AID 504466; further: potency means the concentration at half of the fitted maximal effect; % of control where 0% means no effect; nearly all actives have a fitted effect of over 60% in size
#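 Screening used a luciferase reporter fused to human ELG1 in HEK293T cells. Luminescence was read on a CCD plate imager after 16 hr exposure and 30 min ONE-Glo incubation.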
# RORg inh: ROR gamma (mouse) transcription inhibition. P51450. Drosophila S2 Gal4-RORgamma UAS-luciferase reporter, 20 h. Potency, µM (series often up to 53.6 µM), inactives show at the highest dose activity change, negative = inhibition, most hits filed as inhibitors. 5.4% of 310,000 active. AID 2551; further: potency means the concentration at half of the fitted maximal effect; on the % scale 0 is the no-effect control and ±100 the full control effect; nearly all actives have a fitted effect of over 60% in size
#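 Stable Schneider cell line, Gal4 DNA-binding domain fused to ROR gamma, UAS-luciferase. Cmpd 1 hr RT → CuSO4 700 uM final → 20 hr RT → luciferase reagent 10 min → luminescence.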
# Rab9 promoter act: Rab9 promoter activation; Huh7 Rab9 promoter-luciferase reporter, luminescence, 24 h; Potency, µM (titrated, usually from 9.22 µM), inactives show top-dose activation, negative = inhibition, most hits filed as activators; 2.8% of 320,000 active; AID 485297; further: potency means the concentration at half of the fitted maximal effect; % of control where 0% means no effect; nearly all actives have a fitted effect of over 60% in size
#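 Luciferase signal after 10 min detection reagent at ambient indicates Rab9 promoter upregulation; stably transfected Huh7 cells were treated 24 h with compound in DMSO at 37 °C, 5% CO2.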
# Giardia kill: Giardia lamblia killing; Giardia lamblia trophozoite viability; activity change, % at 7.66 µM, hits read low; 0.15% of 340,000 active; in the data active means activity change below about -80%; inconclusive means between about -30% and that limit;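 further: parasites exposed to compound for two days anaerobically before the ATP read; on the % scale 0 is the no-effect control and ±100 the full control effect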
#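 Trophozoite viability was measured as ATP-dependent luminescence, read 15-30 min after reagent addition. Before that, parasites at 100 cells/well were exposed to compounds for 48 h, anaerobically, at 37 deg C.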
# uPA surface inh: inhibitors of cell surface uPA generation; cell surface uPA generation assay, qHTS; Potency, µM (top dose mostly 38.3 µM), for the others: at the highest dose activity change, negative = inhibition, usual class: inhibitors; 0.31% of 330,000 active; AID 540303; active means well fitted inhibition curve with a large enough effect; inconclusive means small, poorly fitted or top-dose-only effect; inactive means no such curve, though single readings can be large or run the other way; tested in mouse RAW 264.7 cells; further: potency means the concentration at half of the fitted maximal effect; on the % scale 0 is the no-effect control and ±100 the full control effect; nearly all actives have a fitted effect of over 55% in size
# FLuc counter: inhibits or activates purified firefly luciferase, miR-21 counter-screen | purified FLuc, Km substrates, luminescence inhibition | P08659 | 6.9% of 360,000 active | Potency, µM (highest dose often 57.5 µM), without a hit: at the top dose activity change, negative = inhibition, usual class: inhibitors;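 further: potency means the concentration at half of the fitted maximal effect; plate controls were vehicle for no effect and reference inhibitor for full effect; nearly all actives have a fitted effect of over 55% in size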
# Target sequence (P08659 whole entry, looked up): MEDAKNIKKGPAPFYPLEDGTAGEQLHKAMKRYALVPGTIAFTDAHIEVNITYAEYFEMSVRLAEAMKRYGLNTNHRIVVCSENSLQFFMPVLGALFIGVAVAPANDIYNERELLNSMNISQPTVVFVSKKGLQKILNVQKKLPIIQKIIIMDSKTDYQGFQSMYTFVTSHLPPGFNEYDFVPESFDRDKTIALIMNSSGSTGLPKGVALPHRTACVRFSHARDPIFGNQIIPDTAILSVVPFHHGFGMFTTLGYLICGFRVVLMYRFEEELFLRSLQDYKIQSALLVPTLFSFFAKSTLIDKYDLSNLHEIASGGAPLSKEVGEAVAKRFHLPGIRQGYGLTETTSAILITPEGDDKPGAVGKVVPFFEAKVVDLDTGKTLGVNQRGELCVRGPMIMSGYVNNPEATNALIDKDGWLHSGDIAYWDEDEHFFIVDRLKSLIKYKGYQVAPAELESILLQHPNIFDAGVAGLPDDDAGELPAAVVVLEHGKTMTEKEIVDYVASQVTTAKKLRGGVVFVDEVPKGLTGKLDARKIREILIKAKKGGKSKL
#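 Biochemical qHTS of compounds, final roughly 60 µM downward over six points, against 10 nM purified firefly luciferase using Km concentrations of substrates (10 uM D-luciferin, 10 uM ATP) in Tris acetate pH 7.5 buffer; luminescence output.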
# NPC1 prom act: NPC1 promoter activation | Huh7 NPC1 promoter luciferase reporter, 24 h | 2.4% of 320,000 active | Potency, µM (doses to about 9.22 µM), without a hit: at the top dose activation, usual class: activators | AID 485313;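 further: potency means the concentration at half of the fitted maximal effect; % of control where 0% means no effect; nearly all actives have a fitted effect of over 60% in size; reporter is driven by a mutant NPC1 promoter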
#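 Huh7 reporter cells (NPC1 promoter driving luciferase) are dosed with compound for 24 h at 37 °C, 5% CO2; luciferase detection reagent is then added and luminescence measured after 10 min at ambient temperature.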
# KCNH2 3.1 inh: blocks the human KCNH2 3.1 channel isoform | U2OS KCNH2 3.1, thallium flux FluxOr; active compounds read low | 0.95% of 340,000 active | activity change, % (tested at about 1.8 µM);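 active means maximum activity change below -70%; inconclusive means maximum activity change from -70% to -50%; inactive means maximum activity change above -50%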;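 further: thallium influx rate constant from kinetic fluorescence after stimulation buffer; on the % scale 0 is the no-effect control and ±100 the full control effect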
#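 Thallium flux via FluxOr fluorescence (Red40 quencher, 45 min loading) in U2OS cells virally expressing the KCNH2 3.1 isoform (1.77 x 10^8 /mL virus, overnight at 37 C). Rate constants from 2-min kinetic reads post-stimulation, normalised to positive and negative controls.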
# Tb PFK inh: inhibitors of T. brucei phosphofructokinase; O15648; T. brucei PFK, ADP-Glo luminescence; Potency, µM (top dose mostly 57.5 µM), without a hit: at the highest dose activity, negative = inhibition, most hits filed as inhibitors; 0.17% of 330,000 active;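 further: potency means the concentration at half of the fitted maximal effect; 0% = uninhibited 1x PFK enzyme wells and -100% = no-enzyme wells; nearly all actives have a fitted effect of over 60% in size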
# Target sequence (O15648 whole entry, looked up): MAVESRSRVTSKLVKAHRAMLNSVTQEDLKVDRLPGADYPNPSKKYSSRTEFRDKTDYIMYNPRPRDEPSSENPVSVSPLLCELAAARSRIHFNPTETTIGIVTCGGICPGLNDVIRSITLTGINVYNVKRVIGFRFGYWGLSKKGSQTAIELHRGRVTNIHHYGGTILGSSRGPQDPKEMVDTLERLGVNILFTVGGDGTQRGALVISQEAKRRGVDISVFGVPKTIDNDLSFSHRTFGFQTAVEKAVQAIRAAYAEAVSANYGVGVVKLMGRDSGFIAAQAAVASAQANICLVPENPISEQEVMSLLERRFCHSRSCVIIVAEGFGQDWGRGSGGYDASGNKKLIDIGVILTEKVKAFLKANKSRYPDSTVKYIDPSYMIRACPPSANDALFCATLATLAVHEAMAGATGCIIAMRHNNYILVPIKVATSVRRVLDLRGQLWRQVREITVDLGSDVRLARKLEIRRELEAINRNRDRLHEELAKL
#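 Compounds were pin-transferred as a titration series up to 57 uM into substrate buffer (0.5 mM F6P, 0.1 mM ATP, pH 8.0), then 1.25 nM PFK was added and reactions ran 45 min before ADP-Glo detection.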
# FBPA coupling cs: counter-screen for Giardia aldolase inhibitors: coupling enzyme system; activity change, negative = inhibition, % at 58.2 µM, hits read low; coupling enzyme system counterscreen, AmpLite Red fluorescence; 0.67% of 290,000 active; in the data active means activity change below about -30%; further: on the % scale 0 is the no-effect control and ±100 the full control effect
#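 Activity here indicates interference with the coupling reaction, not aldolase inhibition. Compounds at 57.5 uM final met coupling enzymes for 10 min at RT; substrate and AmpLite Red detection followed, with a 525/598 nm fluorescence read after 20 min.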
# Numbers without * were called inactive; ? = inconclusive; · = no result given; & = joins results of further samples; [ ] = remark or other dose. Unless noted, the call rests on the fitted dose curve; in most records, active means well fitted curve in the direction sought with a large enough effect; inconclusive means small, poorly fitted or top-dose-only effect, or another doubt; inactive means no such curve, though single readings can be large; an effect the other way counts as inactive or inconclusive.
SMILES,Gal4-VP16 FLuc,ELG1 genotox,RORg inh,Rab9 promoter act,Giardia kill,uPA surface inh,FLuc counter,NPC1 prom act,KCNH2 3.1 inh,Tb PFK inh,FBPA coupling cs
CCc1noc(C)c1C(=O)Nc1ccc(C)c(S(=O)(=O)N2CCCCCC2)c1,·,-23.9%,·,0.6%,8.3,3.3%,1.2%,1.5%,-1.3,-3.7%,·
O=C(c1cc(-c2ccc(Cl)s2)nc2ccccc12)N1CCOCC1,·,-1.8%,·,-3.2%,-25.3,-0.4%,23.9µM*,-0.4%,7.6,?,·
N#Cc1c(NC(=O)c2ccncc2)sc2c1CCC2,3.9%[0.365 µM],19.8%,-0.6%,18.1%,-5.6,·,13.5µM*,13.9%,-1.2,?,1.3
Cc1cc(NS(=O)(=O)c2ccc(NC(=O)c3ccc(Br)o3)cc2)nc(C)n1,-6.7%,-1.5%,14.5%,-11.2%,16.5,1.7%,-19.0%,-0.4%,-1.7,0.4%,0.1
Cc1sc2nc(SCC(=O)N(C)Cc3ccccc3)n(-c3ccccc3)c(=O)c2c1C,2.1%,0.6%,32.7%,1.5%,-7.1,-1.0%,2.2%,-1.6%,-43.2,0.1%,-3.1
COc1ccc(CCNC(=O)CSc2nc(=O)n3cccc(C)c3n2)cc1OC,·,17.3%,·,0.8%,-0.3,-1.4%,0.3%,-4.2%,14.0,-1.5%,·
COc1ccc(COC(=O)c2ccc3c(=O)n4c(nc3c2)CCC4)cc1F,-4.3%,-0.2%,29.5%,-1.4%,·,·,-4.4%,-4.1%,·,0.7%,7.5
O=C(COc1cccnc1[N+](=O)[O-])Nc1ccccc1Sc1ccccc1,-8.2%,4.1%,-2.2%,-2.0%,-15.4,-2.9%,-2.2%,-4.7%,-2.7,-9.6%,-18.0
COc1ccc(-c2noc(CN(C)Cc3ccccc3)n2)cc1,-3.0%,5.3%,16.3%,-2.0%,-11.0,15.1%,-16.5%,2.3%,6.2,1.0%,1.4
COc1cccc2cc(C(=O)Nc3cc(Cl)ccc3N3CCOCC3)c(=O)oc12,-20.3%,0.6%,?,-2.7%,-26.8,-3.6%,-0.7%,0.5%,3.4,-2.8%,0.7
Cc1ccc(NC(=O)c2nc[nH]c2C(=O)NCCCCCCNC(=O)c2[nH]cnc2C(=O)Nc2ccc(C)cc2)cc1,·,-6.5%,·,·,7.1,8.5%,·,·,-1.2,0.9%,·
COc1cc(C2C(C(=O)/C=C/c3ccccc3)=C(O)C(=O)N2c2ccccn2)ccc1O (stereo not given),4.6%,-5.7%,-5.9%,1.2%,1.2,0.1%,-8.3%,-0.3%,-4.0,1.5%,-3.2
CCCC(=O)Nc1sc(C)c(-c2ccc(OC)cc2)c1C#N,3.4%,-2.7%,4.3%,-2.1%,-10.1,2.4%,-0.3%,-1.4%,2.4,-0.8%,1.5
CCO[C@H]1OC(C(=O)NC2CC2)=C[C@@H](C)[C@@H]1CCCO,-4.2%,0.1%,-3.6%,21.0%,7.1,6.1%,-0.4%,2.7%,·,1.3%,-0.5
COc1ccccc1NS(=O)(=O)c1cc(NC(=O)c2ccccc2F)ccc1N1CCOCC1,-0.1%,13.1%,-10.9%,6.9%,-5.7,-3.6%,-3.1%,6.9%,-2.5,-11.9%,1.8
CCN(CC)S(=O)(=O)c1ccc(Cl)c(NC(=O)COC(=O)/C=C/c2cc(OC)c(OC)c(OC)c2)c1,-4.5%,0.9%,24.6%,-5.9%,-7.6,-1.3%,-10.5%,0.4%,0.7,8.0%,3.3
CC/C(=N/O)C(=O)c1ccc(Br)cc1,-9.2%,-0.1%,?,12.1%,-11.7,1.8%,-15.1%,1.3%,24.4,0.6%,1.5
COc1ccc(C2c3c(oc4ccccc4c3=O)C(=O)N2c2ccccn2)cc1 (stereo not given),1.0%,6.9%,-23.0%,24.2%,11.0,13.5%,1.0%,-3.3%,12.5,0.1%,1.2
COc1ccc2c(c1OC)C(=O)N1c3ccccc3C(=O)N(c3ccc(F)cc3)C21 (stereo not given),1.4%,-16.9%,-12.3%,-9.7%,-3.3,8.0%,0.5%,-1.6%,8.7,5.4%,6.0
CCOC(=O)C1=C(C)NC(=S)N(C=O)C1c1ccccc1 (stereo not given),?,-2.4%,11.2µM*,-7.0%,-0.7,6.8%,-2.0%,0.1%,-7.0,1.9%,0.3
C/C(Cn1nnc([N+](=O)[O-])n1)=N\NC(=O)c1ccncc1,?,-11.4%,?,-2.7%,-10.9,-7.3%,1.3%,1.2%,5.4,-3.5%,-40.3*
C/C(=N/N=C/c1ccc(N(C)C)cc1)c1ccccc1,17.3%,0.366µM*,1.3%,0.112µM*,4.1,-3.3%,0.169µM*,0.282µM*,2.1,-1.5%,-1.9
Cc1c(Cl)cccc1NC(=S)N1CCN(C(=O)C2CCCO2)CC1 (stereo not given),-4.8%,1.9%,-18.6%,-0.1%,-17.0,-1.3%,-0.4%,-1.8%,-7.8,0.2%,3.3
COc1ccc2c(c1)[C@H]1[C@H](CO2)[C@H](c2ccccc2)[C@]2(C)C(=O)Nc3ccccc3C(=O)N12,·,-2.4%,·,0.8%,-0.1,?,0.9%,0.3%,·,-2.7%,·
Cc1cc(C)c2nc(SCc3ccc([N+](=O)[O-])cc3)nc(C)c2c1,-3.3%,7.1%,-3.7%,-14.3%,-4.2,·,1.5%,-0.6%,4.8,-2.2%,·

# Further structures follow:
SMILES,Gal4-VP16 FLuc,ELG1 genotox,RORg inh,Rab9 promoter act,Giardia kill,uPA surface inh,FLuc counter,NPC1 prom act,KCNH2 3.1 inh,Tb PFK inh,FBPA coupling cs
COc1ccccc1N1CCN(CCCCOc2cccc3ccccc23)CC1,0.0%,-11.3%,15.3%,-6.9%,-8.8,1.9%,5.3%,-3.0%,-45.2,1.3%,0.2
c1ccc(Cc2nnc(-c3ccccc3)o2)cc1,?,3.26µM*,-5.5%,?,11.0,-2.9%,23.9µM*,?,-11.2,-3.6%,7.1
CC1(c2ccccc2)NC(=O)N(CC(=O)N2CCN(S(=O)(=O)c3cccs3)CC2)C1=O (stereo not given),·,1.0%,·,-3.0%,2.7,0.9%,-1.6%,-2.7%,-5.1,-0.1%,·
O=C(O)c1ccc(NS(=O)(=O)c2ccc(N3CCCC3)c([N+](=O)[O-])c2)cc1,3.3%,-2.1%,-5.7%,-5.3%,17.0,5.4%,-0.5%,-2.4%,-1.2,4.5%,13.5
O=C(C1CCC1)N1CCc2cc(S(=O)(=O)NCC3COc4ccccc4O3)ccc21 (stereo not given),?,17.1%,?,-4.5%,10.8,0.6%,-1.3%,-2.6%,1.4,1.5%,-0.1
COc1ncnc2c1sc1nc(-c3ccccc3)c3c(c12)CCCC3,-8.2%,-2.0%,1.9%,-0.2%,?,12.2%,-0.4%,-7.6%,-14.7,6.9%,-0.4
CCCCc1ccc(NC(=O)c2ccc(N(C)S(C)(=O)=O)cc2)cc1,-2.6%,-0.3%,3.2%,-39.0%[inhibitor],-1.0,-3.0%,-20.1%,-32.6%[inhibitor],1.3,1.3%,0.4
CC1=C(C(=O)Nc2ccc(Cl)cc2)C(c2cccs2)n2nnnc2N1 (stereo not given),5.0%,-1.1%,14.8%,-2.4%,-2.6,·,3.2%,3.8%,-7.4,-0.3%,0.5
CC(=O)Nc1ccccc1C(=O)C(=O)Nc1cccc(C(=O)NCc2ccccc2)c1,-2.2%,-1.3%,20.6%,14.3%,-2.6,5.8%,3.5%,-0.9%,10.7,-0.3%,1.0
CC(CNS(=O)(=O)c1ccc2c(c1)CC(=O)N2C)c1ccccc1 (stereo not given),-0.5%,0.7%,28.7%,2.1%,-26.4,3.2%,2.2%&-1.1%,1.2%,-0.2,-1.6%,4.0
Cc1noc(C)c1COc1ccc(CC(=O)NCCc2ccccc2)cc1,6.9%,0.3%,-7.0%,-1.0%,-3.9,·,-5.4%,-7.7%,-4.2,-0.5%,2.1
CCCN(C(=O)COC(=O)CCOc1ccccc1C)c1c(N)n(Cc2ccccc2)c(=O)[nH]c1=O,-28.7%,0.2%,-45.0%,0.0%,-19.9,-0.2%,3.2%,0.5%,5.8,0.1%,·
CCc1ccccc1NC(=O)c1cc([N+](=O)[O-])ccc1N1CCOCC1,1.6%,0.6%,-1.4%,11.8%,2.8,2.8%,3.8%,-2.1%,14.5,1.3%,·
COc1cccc2[nH]c(C(=O)NCc3ccccc3)cc12,-1.5%,-2.6%,2.7%,-4.7%,0.1,1.4%,-19.5%,-4.4%,-7.4,-3.7%,1.0
